# GSIS activator – GLuc luminescence reporter in INS-1E cells, primary screen for activators of glucose-dependent secretion of insulin. INS-1E GLuc reporter insulin secretion, 2-3 h. activation, % at 16.6 µM. hit rate 0.61% among 370,000. AID 743287;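 active = lowest replicate activation of at least 40%, so every replicate reaches that level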;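 note: 0% = median of neutral control wells and 100% = median of IBMX positive control wells; some compounds called inactive have numbers as strong as hits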
# CFTR F508del cor – CFTR F508del correction in bronchial cells; CFBE cells, YFP halide quenching; stimulated with forskolin plus potentiator P3; % fluorescence drop versus neutral controls; activity (quench increase), % at 7.58 µM; hit rate 0.36% among 350,000; AID 720511;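 active = mean added fluorescence quench of at least 8% versus neutral control, with both replicates also reaching 8%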;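 note: cells transiently co-express mutant CFTR-F508del with the halide-sensitive YFP; corrector assay measuring rescue of mutant channel to the surface after 24 h compound exposure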
# XiGFP reactiv – X-chromosome reactivation activator. XiGFP mouse fibroblasts, % GFP-positive cells imaging, 3 d; cells co-treated with 5-aza-dC sensitizer; scaled so ellipticine positive control = 100%. activation, % at 7.58 µM. hit rate 0.055% among 360,000;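 active = mean normalized replicate activation at least 10% and every replicate at or above 10%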;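 note: 0% = median of on-plate neutral control wells and 100% = ellipticine 6 µM median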
#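 System: 68-5-11 XiGFP fibroblast line | Buffer or medium: DMEM containing 5-aza-dC | Compound: Single point | Times: Compounds 3 days, fix/stain 15 min at room temperature | Benchmarks: Positive control ellipticine, 6 µM final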
# esBAF inh – inhibitors of esBAF chromatin remodeling in mouse ES cells; Bmi1-luciferase knock-in reporter, 24 h; 100% = twice the neutral-well signal; reporter increase, % at 12.5 µM; AID 602393; hit rate 2% among 350,000; in the data active = activation above about 40%;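 note: 0% = median of the plate's neutral control wells and 100% = double that signal; a rise in the Bmi1 reporter signal indicates esBAF inhibition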
# ERAP1 HTS inh – ERAP1 (human) enzyme inhibition; inhibition, % at 10.7 µM; recombinant ERAP1, Leu-AMC fluorescence, 60 min; Q9NZ08; AID 652197; hit rate 0.15% among 340,000;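 active = mean replicate inhibition of at least 30%, or all replicates individually reaching that 30% level; inactive = mean below 30% and not every replicate reaching it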;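 note: 0% = neutral control wells and 100% = L-leucinethiol positive control wells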
# Target sequence (Q9NZ08 whole entry, looked up): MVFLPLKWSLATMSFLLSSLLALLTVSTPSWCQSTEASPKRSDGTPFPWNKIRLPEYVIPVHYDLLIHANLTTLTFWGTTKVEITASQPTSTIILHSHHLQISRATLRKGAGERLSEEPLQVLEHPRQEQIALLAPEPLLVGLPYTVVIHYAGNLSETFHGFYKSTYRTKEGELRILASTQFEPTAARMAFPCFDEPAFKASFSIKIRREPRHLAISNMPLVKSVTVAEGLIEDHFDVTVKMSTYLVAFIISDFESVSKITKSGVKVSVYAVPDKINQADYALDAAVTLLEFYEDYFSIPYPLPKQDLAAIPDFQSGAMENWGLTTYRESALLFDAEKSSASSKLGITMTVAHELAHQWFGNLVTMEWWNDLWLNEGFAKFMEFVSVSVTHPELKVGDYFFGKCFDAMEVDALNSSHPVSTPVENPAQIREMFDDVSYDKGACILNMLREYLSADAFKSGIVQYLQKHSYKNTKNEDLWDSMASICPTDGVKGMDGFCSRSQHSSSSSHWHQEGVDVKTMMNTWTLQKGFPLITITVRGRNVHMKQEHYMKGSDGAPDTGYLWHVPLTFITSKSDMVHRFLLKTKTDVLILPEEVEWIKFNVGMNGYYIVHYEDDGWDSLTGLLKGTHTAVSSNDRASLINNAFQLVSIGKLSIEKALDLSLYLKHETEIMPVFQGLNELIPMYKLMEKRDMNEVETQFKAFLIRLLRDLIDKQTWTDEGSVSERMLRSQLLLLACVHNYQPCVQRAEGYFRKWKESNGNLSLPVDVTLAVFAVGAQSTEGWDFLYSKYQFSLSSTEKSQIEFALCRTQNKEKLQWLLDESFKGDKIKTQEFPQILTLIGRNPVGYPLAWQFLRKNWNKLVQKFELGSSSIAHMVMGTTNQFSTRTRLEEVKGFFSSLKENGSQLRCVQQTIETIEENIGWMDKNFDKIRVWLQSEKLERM
# RAD54 branch – RAD54 (human) branch migration inhibition. RAD54 Holliday junction branch migration, FAM/BHQ fluorescence. inhibition, % at 10.4 µM. hit rate 0.14% among 360,000;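 active = mean normalized replicate activity at least 40 and at least half of replicates scoring 40 or more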;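 note: 0% = median of neutral control wells and 100% = median of positive control wells; inhibitors cause a drop in the FAM fluorescence signal; in these data hits start at about 50%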
# ARNT TACC3 PPI – disruptors of human ARNT/TACC3 interaction | AlphaScreen His-ARNT PAS-B/GST-TACC3 binding, luminescence; TACC3 fragment carries E629A point mutation | inhibition, % at 9.99 µM | hit rate 0.66% among 390,000;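 active = mean inhibition of replicates at least 50% and at least half of replicates each reaching 50%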;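 note: 0% = complete ARNT plus TACC3 wells and 100% = ARNT alone without TACC3; many hits fall short of the cut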
# RAD52 anneal inh – RAD52 (human) annealing inhibition; P43351; recombinant RAD52 DNA annealing, FRET fluorescence; inhibition, % at 18.7 µM; hit rate 0.46% among 360,000;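 active = every replicate showing at least 50% inhibition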
# Active calls of the source: *; · = no result given.
SMILES,GSIS activator,CFTR F508del cor,XiGFP reactiv,esBAF inh,ERAP1 HTS inh,RAD54 branch,ARNT TACC3 PPI,RAD52 anneal inh
S=C(Nc1ccc2snnc2c1)N1CCN(c2ccccn2)CC1,7,·,·,19,2,9,·,0
C1CCCN(c2nc3nonc3nc2N2CCCCCC2)CC1,11,-3.7,0.0,·,-4,·,-6,-15
C[C@@H]1CN([C@@H](C)CO)C(=O)Cc2cc(NC(=O)C3CC3)ccc2O[C@@H]1CN(C)Cc1ccc(C(=O)O)cc1,23,-1.4,0.1,-6,-1,9,-3,0
CCN(CC)C(=S)Nc1ccc(OC)cc1,24,·,0.2,-3,·,·,1,·
COc1ccc(N(C(=O)c2snc(C(N)=O)c2N)C(C(=O)NC2CCCCC2)c2ccc(C)o2)cc1 (stereo unspecified),13,-2.3,-0.1,22,-2,-1,-1,-2
CCNC(=O)N1CCCC(C(=O)c2ccc3cc(OC)ccc3c2)C1 (stereo unspecified),6,-0.2,0.1,·,-1,·,-21,-7
Cc1noc(C)c1S(=O)(=O)Nc1ccc2c(c1)C(=O)N([C@H](C)CO)C[C@H](C)[C@H](CN(C)S(C)(=O)=O)O2,3,0.8,0.2,1,-2,-8,0,-3
O=S(=O)(NCc1ccccc1Cl)c1cccs1,6,-2.1,0.0,·,-2,·,·,2
O=C(N/N=C/c1c(O)n(-c2ccccc2Cl)c(=O)c2ccccc12)c1cccnc1,0,0.4,0.0,·,11,·,24,-39
CCNC(=O)C1(C)CCN(C(=O)c2ccc(-c3ccccc3)cc2)C1 (stereo unspecified),-2,3.9,0.5,10,1,-8,·,-3
NC(=O)CC(NC(=O)Cc1ccc(Br)cc1)c1ccc(NC2CCN(Cc3ccccc3)CC2)c([N+](=O)[O-])c1 (stereo unspecified),-2,0.1,0.0,2,·,-7,-2,10
Cc1nc2ncccn2c1-c1csc(Nc2ccc(O)cc2)n1,-5,·,0.0,·,13,·,68*,7
C[C@@H]1CN([C@@H](C)CO)C(=O)c2cc(-c3cccc(C(=O)N(C)C)c3)cnc2O[C@@H]1CN(C)C(=O)Cc1ccccn1,·,0.5,·,-1,2,0,-1,1
C/C(Cn1nnc([N+](=O)[O-])n1)=N\NC(=O)c1ccc(O)cc1O,-51,·,0.0,·,3,·,10,-16
C[C@H](CO)N1C[C@H](C)[C@H](CN(C)S(=O)(=O)c2cn(C)cn2)OCCCC[C@H](C)Oc2ccc(NS(=O)(=O)c3ccc(F)cc3)cc2C1=O,7,-0.7,0.0,2,2,3,2,-60
O=C(COC(=O)c1cccc(OC(F)F)c1)NC1CCCC1,·,-2.4,0.2,-6,-2,-13,-4,-10
CC=Cc1ccc2n(c1=O)C[C@H]1[C@H](CO)[C@@H](C(=O)NCCCN(C)C)[C@@H]2N1C(=O)c1ccccc1F (mixture of isomers),19,·,0.7,1,4,-2,-2,3
O=C1C(C=NCCN2CCOCC2)=C(O)c2ccccc21,25,·,-0.1,51*,·,6,2,·
Cn1c(Cn2c(=O)sc3ccccc32)nnc1SCc1cccc(F)c1,4,-0.7,0.4,-4,·,-1,·,-14
COc1ccc2c(COC(=O)[C@@H]3CCCN3S(=O)(=O)c3ccc(Cl)cc3)cc(=O)oc2c1,-1,4.7,0.0,-3,3,-10,3,-41
Cc1nonc1NC(=O)CSc1nc2ccc(Cl)cc2[nH]1,-11,2.6,0.0,1,-5,-11,2,-10
O=c1c(Cl)c(NCC2CCCO2)cnn1C12CC3CC(CC(C3)C1)C2 (stereo unspecified),·,-0.6,-0.1,-7,4,-8,-3,7
CCCSc1nc2c([nH]1)c(=O)n(C)c(=S)n2C,-28,-1.0,0.0,·,0,·,-7,5
Cc1cc(NC(=O)COC(=O)c2nccnc2N)n(-c2ccccc2)n1,6,-1.0,0.4,2,1,3,·,-9
COC(=O)Cc1cc(=O)[nH]c(/N=C(\N)Nc2ccc(C(C)C)cc2)n1,-8,-0.3,0.3,·,6,·,-1,-5

# The last 2 entries of the section above are carried over, then new ones follow.
SMILES,GSIS activator,CFTR F508del cor,XiGFP reactiv,esBAF inh,ERAP1 HTS inh,RAD54 branch,ARNT TACC3 PPI,RAD52 anneal inh
Cc1cc(NC(=O)COC(=O)c2nccnc2N)n(-c2ccccc2)n1,6,-1.0,0.4,2,1,3,·,-9
COC(=O)Cc1cc(=O)[nH]c(/N=C(\N)Nc2ccc(C(C)C)cc2)n1,-8,-0.3,0.3,·,6,·,-1,-5
CCN(CC)C(=O)[C@H]1C[C@H](CC(=O)NCCC2=CCCCC2)C(=O)N2CCc3c([nH]c4cc(CCC(=O)N(C)C)ccc34)[C@]12C,-24,-3.6,-0.2,5,1,-14,-1,2
Cn1nnnc1SCCNC(=O)C1CCC(=O)N(CCc2ccccc2)C1 (stereo unspecified),4,-1.0,0.2,5,3,-12,1,-3
CC(C)NC(=O)Nc1ccc2c(c1)C(=O)N([C@H](C)CO)C[C@@H](C)[C@@H](CN(C)Cc1ccc(Oc3ccccc3)cc1)O2,-30,0.1,-1.3,0,·,7,·,-10
Nc1c(-c2ccc(Cl)cc2)cnc2c(-c3ccccc3)cnn12,5,0.0,0.5,25,0,10,-4,-12
COc1ccc(C2=NOC(Cn3nc(-c4ccccc4C)cc3C(=O)O)C2)cc1 (stereo unspecified),22,2.2,-0.1,-7,·,-10,14,-1
CCOc1ccccc1Nc1nnc(SCC(=O)NC2CCS(=O)(=O)C2)s1 (stereo unspecified),18,-0.8,0.0,-1,0,-9,1,-12
O=C(Cn1c(NCCO)nc2ccccc21)Nc1ccc2c(c1)OCCCO2,12,-0.9,-0.1,6,-3,2,-3,-7
Cc1csc(=O)n1CCC(=O)O,23,·,·,-6,·,3,0,·
COc1ccc(S(=O)(=O)N(C)C[C@@H]2Oc3ccc(NS(=O)(=O)c4ccc(Cl)cc4)cc3C(=O)N([C@@H](C)CO)C[C@@H]2C)cc1,-1,2.1,-1.1,2,3,3,-2,21
CCc1ccc(NC(=O)c2onc(C)c2Cl)cc1,·,2.2,0.0,54*,1,13,-3,-17
Cc1c(NS(=O)(=O)c2cccc(C(=O)Nc3ccc(SC(F)F)cc3)c2)c(=O)n(-c2ccccc2)n1C,-35,1.8,0.1,19,-7,4,-6,-8
COc1cccc(/C=C2\C(=O)N(c3cccc(C)c3)C(=O)c3ccccc32)c1,-4,-6.4,0.0,·,-3,·,-8,-23
C[C@@H]1CN([C@@H](C)CO)C(=O)c2cc(NC(=O)Nc3ccc(C(F)(F)F)cc3)ccc2O[C@H]1CN(C)Cc1ccc(C(F)(F)F)cc1,5,1.3,0.1,5,-1,0,-5,-28
COc1ccccc1N1CCN(C2CCN(C(=O)c3ccc(F)cc3)CC2)CC1,-8,·,0.0,·,3,9,-3,1
Cc1ccccc1CC(=O)N1CCOCC1,2,-0.1,0.2,4,0,1,-9,-15
COc1ccc(NC(=O)CN(C)C(=O)CSc2nc3ccccc3s2)cc1,7,-0.2,0.0,3,-2,·,1,-56
CC(C)n1cnc2c(=S)nc[nH]c21,-4,1.4,0.3,·,1,·,·,-16
CN(NS(=O)(=O)c1cccs1)c1ncc(C(F)(F)F)cc1Cl,17,-2.4,-0.1,-2,2,8,-3,-17
O=C(NCCN1CCC(n2c(=O)[nH]c3cc(Cl)ccc32)CC1)c1ccc(F)cc1,-6,-0.8,0.2,·,2,·,·,2
CC(C)OC(=O)NCN1C(=O)C2C3C=CC(C3)C2C1=O (stereo unspecified),2,·,·,1,·,6,-8,·
Cc1cc(-c2cc(-c3ccccc3)on2)nc(NC2CCCC2)n1,·,1.8,0.2,5,2,-18,-14,-13
CCOc1c2ccc(C(=O)NCc3ccc(C)cc3)cc2nn1CC,4,0.4,0.1,5,-3,-1,-3,-18
C=C/C=C/[C@@H]1C(=C)CN2[C@H]1[C@H](Cc1ccccc1)OC(=O)C21CCCC1,·,0.5,·,·,2,-6,8,-56
C/C(Cn1nnc([N+](=O)[O-])n1)=N\NC(=O)c1ccc(C)cc1,5,-3.4,-0.1,·,-3,-4,-1,-6
O=C(/C=C\c1ccc2c(c1)OCO2)NC1(C(=O)Nc2ccc3c(c2)OCO3)CCCCC1,-19,·,1.9,·,·,0,1,·

# Structural class: those above with a thiophene ring, fused or not
SMILES,GSIS activator,CFTR F508del cor,XiGFP reactiv,esBAF inh,ERAP1 HTS inh,RAD54 branch,ARNT TACC3 PPI,RAD52 anneal inh
O=S(=O)(NCc1ccccc1Cl)c1cccs1,6,-2.1,0.0,·,-2,·,·,2
CN(NS(=O)(=O)c1cccs1)c1ncc(C(F)(F)F)cc1Cl,17,-2.4,-0.1,-2,2,8,-3,-17

# Exported with two lines to a compound: part of the list above
# Each structure is followed by: GSIS activator | CFTR F508del cor | XiGFP reactiv | esBAF inh | ERAP1 HTS inh | RAD54 branch | ARNT TACC3 PPI | RAD52 anneal inh
C[C@@H]1CN([C@@H](C)CO)C(=O)Cc2cc(NC(=O)C3CC3)ccc2O[C@@H]1CN(C)Cc1ccc(C(=O)O)cc1
    23 | -1.4 | 0.1 | -6 | -1 | 9 | -3 | 0
CCN(CC)C(=S)Nc1ccc(OC)cc1
    24 | · | 0.2 | -3 | · | · | 1 | ·

# (further entries)
SMILES,GSIS activator,CFTR F508del cor,XiGFP reactiv,esBAF inh,ERAP1 HTS inh,RAD54 branch,ARNT TACC3 PPI,RAD52 anneal inh
CCOC(=O)[C@]12CCCC=C1N(Cc1ccccc1)C(=O)[C@H](CC(=O)NCc1ccc(C)o1)C2,4,-3.3,-0.1,·,0,·,·,-20
COc1ccc(/C=C/C(=O)N2CCOCC2)cc1OC,-7,-0.9,0.0,6,3,1,-4,-6
CCN1[C@@H]2Cn3c(ccc(C4=CCCCC4)c3=O)[C@H]1[C@@H](C(=O)NCc1ccccn1)[C@@H]2CO,5,1.1,0.4,-1,3,-1,6,11
CCOc1cc(/C=C/c2nc3cc(C)c(C)cc3s2)ccc1OCC(=O)N1CCOCC1,17,·,0.2,·,36*,0,-8,-45
CCOC(=O)C1CCN(C(=O)CCc2c(C)nc3cc(-c4ccccc4)nn3c2C)CC1,4,0.6,0.0,-42,·,-4,-4,-28
O=C(Nc1ccncc1)Nc1ccccc1Cl,16,-0.7,0.0,·,-1,9,1,-1
Cc1cc(C)c(NC(=O)CNC(=O)c2cc(C3CC3)nn2-c2ccccc2)c(C)c1,-14,2.7,0.0,-3,-2,0,-4,2
O=C(NCCCN1CCOCC1)C1CCN(S(=O)(=O)c2cccc(Cl)c2Cl)CC1,-6,1.8,0.0,-8,5,-11,-1,-1
O=C(COC(=O)/C=C/c1cccc(F)c1)NNC(=O)c1ccccc1,3,0.4,0.0,-6,-2,1,-5,4
CCCC[C@@H]1CNC(=S)N1CCc1cccc2ccccc12,15,0.6,0.1,2,1,-4,1,-24
CCn1cc(C(=O)O)c(=O)c2cnc(N3CCN(C(=S)Nc4ccccc4C(F)(F)F)CC3)nc21,-4,-2.6,-0.1,6,·,-13,3,2
C[C@H](CO)N1C[C@H](C)[C@H](CN(C)C(=O)Nc2ccc(C(F)(F)F)cc2)Oc2ccc(NC(=O)NC3CCCCC3)cc2CC1=O,-16,0.5,-0.3,-1,-4,1,-11,1
O=C(COc1ccc(Cl)c(Cl)c1)NC1CCS(=O)(=O)C1 (stereo unspecified),-5,1.1,0.3,-3,-6,7,-7,-12
